HCV core dimer – blocks dimerization of HCV core protein. TR-FRET GST/Flag-core106 dimerization, 1536-well. actives 0.33% (n = 300,000). inhibition, % at 5 µM;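 active = inhibition above the mean of all tested compounds plus 3 SD, set per screening campaign, cut at about 45% in these data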
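Material: GST/Flag-tagged HCV core106 proteins. Incubation: 4 h, 22.5 °C incubation. Read-out basis: inhibition (%) from 671 over 617 nm ratio. Measured by: TR-FRET, excitation 340 nm, emission 617 and 671 nm.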
procasp3 activ – procaspase-3 (human) activation; recombinant procaspase-3 D3A, Ac-DEVD-pNA absorbance 405 nm; AID 463141; activation, % at 8.5 µM; P42574; actives 0.11% (n = 330,000);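 active = activation above the mean of all tested compounds plus 3 SD, cut at about 21% in these data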;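 also: 0% = DMSO alone and 100% = DMSO wells spiked with extra 5 µM PC-3 D3A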
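Test system: Procaspase-3 D3A mutant, all three cleavage aspartates alanine | Dosing: Single dose, 8.5 µM nominal compound, 0.8% DMSO | Schedule: 1 h preincubation, 2 h reaction | Technique: 405 nm absorbance of p-nitroaniline, reads at 0 and 120 min | Repeats: One well per compound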
JMJD2C inh – human JMJD2C demethylase inhibition; Q9H3R0; GST-JMJD2C(1-420) H3K9me3 demethylation, DELFIA europium; inhibition, % at 2.35 µM; actives 0.069% (n = 330,000); AID 2099;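 active = more than half of a compound's replicate wells show inhibition beyond 50%, single wells judged on their own value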;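 also: signal counts dimethyl H3K9 product captured on neutravidin plate; 0% = median of DMSO wells and 100% = 0.3 times that DMSO median; strong numbers were not always called active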
GRK2 aptamer HTS – blocks RNA aptamer binding to human GRK2; P25098; bead flow cytometry, FAM-aptamer displacement from GRK2; inhibition of aptamer binding, % at 10 µM; actives 0.59% (n = 330,000);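 active = inhibition of aptamer binding above 40%, roughly 3 SD of noise, on plates passing a quality check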;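 also: median bead fluorescence of bound FAM aptamer so fluorescent compounds give negative values; no value below 0 was filed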
CTSL1 counter – blocks F. hepatica cathepsin L1 in PFM18AAP counter-screen; recombinant F. hepatica cathepsin L1, Z-Leu-Arg-MCA fluorescence; inhibition, % at 5.96 µM; actives 0.49% (n = 300,000);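 active = inhibition above the mean of all tested compounds plus 3 SD, set per screening campaign, cut at about 17% in these data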;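 also: 0% = plate median of test compound wells and 100% = 1 µM Z-Phe-Ala-diazomethylketone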
PP5 inh – blocks human protein phosphatase 5 activity; P53041; actives 0.18% (n = 320,000); inhibition, % at 6.7 µM; AID 1987; purified PP5c, OMFP substrate fluorescence;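 active = inhibition above the campaign's mean inhibition across all tested compounds plus 3 SD, cut at about 9.5% in these data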;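 also: 0% = DMSO only and 100% = 100 µM cantharidin control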
Target sequence (P53041 whole entry, looked up): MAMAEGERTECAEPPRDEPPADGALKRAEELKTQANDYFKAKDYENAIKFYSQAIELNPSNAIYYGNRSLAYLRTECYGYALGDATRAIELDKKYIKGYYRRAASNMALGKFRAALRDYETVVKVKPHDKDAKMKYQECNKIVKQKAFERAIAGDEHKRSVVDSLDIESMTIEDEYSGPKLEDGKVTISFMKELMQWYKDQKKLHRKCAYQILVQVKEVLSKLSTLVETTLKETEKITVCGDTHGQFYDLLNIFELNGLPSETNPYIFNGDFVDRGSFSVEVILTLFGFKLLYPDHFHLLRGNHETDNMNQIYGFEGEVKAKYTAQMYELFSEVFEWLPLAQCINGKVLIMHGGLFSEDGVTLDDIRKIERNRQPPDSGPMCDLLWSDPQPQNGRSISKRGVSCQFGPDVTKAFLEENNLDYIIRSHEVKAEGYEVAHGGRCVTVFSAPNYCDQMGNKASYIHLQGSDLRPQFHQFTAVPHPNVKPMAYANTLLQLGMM
procasp7 counter – activates human procaspase-7, counter-screen for procaspase-3 activators; P55210; recombinant procaspase-7, Ac-DEVD-pNA absorbance 405 nm; D23A/D198A/D206A triple mutant, cannot self-cleave; scale: DMSO 0, 5 µM enzyme 100; activation, % at 8.5 µM; actives 0.093% (n = 330,000); AID 463210;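 active = percent activation above the screen-wide mean plus 3 SD, cut at about 25% in these data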
Target sequence (P55210 whole entry D23A/D198A/D206A): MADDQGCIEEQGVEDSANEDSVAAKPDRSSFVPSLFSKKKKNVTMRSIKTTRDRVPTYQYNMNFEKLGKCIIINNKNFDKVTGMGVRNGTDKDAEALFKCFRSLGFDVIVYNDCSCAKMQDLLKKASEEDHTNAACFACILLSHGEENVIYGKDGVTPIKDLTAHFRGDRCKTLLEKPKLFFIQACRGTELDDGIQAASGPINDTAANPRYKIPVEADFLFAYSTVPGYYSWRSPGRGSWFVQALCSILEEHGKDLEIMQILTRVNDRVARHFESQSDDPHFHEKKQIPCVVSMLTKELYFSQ
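Detection: p-Nitroaniline absorbance at 405 nm, read at 0 and 120 min; system: Uncleavable procaspase-7 mutant enzyme; evaluation: % activation from two-timepoint absorbance difference, scaled to controls; times: 1 h enzyme–compound preincubation and 2 h substrate reaction, both 25 °C; buffer or medium: Zinc-free HEPES pH 7.4 with 300 mM NaCl, 0.01% Triton X-100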
VLA-4 inh – inhibition in a human VLA-4 binding assay. P13612. VLA-4 expressing cells, ligand binding flow cytometry. inhibition, % (about 7 µM as worked out from the volumes in the protocol). actives 0.2% (n = 330,000). AID 2557; in the data active = inhibition above about 50%
PP1 inh – PP1-alpha (human) inhibition in PP5 counter-screen | P62136 | purified PP1alpha, OMFP fluorescence | inhibition, % at 6.7 µM | actives 0.9% (n = 320,000) | AID 2235;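 active = inhibition above the mean inhibition of all tested compounds plus 3 SD, computed separately for each screening campaign, cut at about 15% in these data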
* = called active by the depositor; i = inactive; · = no result given. The order is random. About 2.6% of those tested had a hit in this group.

1: CN(C)S(=O)(=O)c1ccc(NC(=O)COC(=O)C2CC3CCCC(C2)C3=O)cc1 (centres undefined)
2: COC(=O)CCN1CCc2cc(N=Nc3ccc([N+](=O)[O-])cc3)ccc21
3: COC(=O)C1(Cc2ccccc2)NC(c2ccccc2C)C2C(=O)N(c3ccc4c(c3)OCO4)C(=O)C21 (centres undefined)
4: S=C(NCCCN1CCOCC1)NCCCN1CCOCC1
5: CCSc1nsc(NC(=O)Nc2ccc(F)cc2F)n1
6: CS(=O)(=O)Nc1ccc(C(=O)NC2CCCC2)cc1
7: COc1ccc(CCN2C(=O)c3[nH]nc(-c4ccccc4O)c3C2c2cccc(Cl)c2)cc1 (centres undefined)
8: CC(C)C(=O)Nc1oc(-c2ccccc2)cc1C#N

screen / no.	1	2	3	4	5	6	7	8
GRK2 aptamer HTS	1	1	0	0	0	0	1	3
procasp3 activ	6	-7	-3	-22	-16	-11	0	-2
procasp7 counter	3	0	4	-19	1	-6	10	6
HCV core dimer	6	-5	21	-2	7	6	15	5
PP5 inh	1.6	1.6	1.7	0.2	1.1	2.4	6.8	-0.5
VLA-4 inh	24	7	4	8	-3	-7	-8	17
PP1 inh	1	-1	-1	0	7	-7	6	-5
CTSL1 counter	-9	-3	1	-1	-4	1	-4	-5
JMJD2C inh	3	-19	-4	-1	-3	5	-40	8

9: CCOC(=O)N(C)OC(=O)Nc1ccc(Cl)c(Cl)c1
10: CCOc1ccc(CN(C)C(=O)c2ccc3c(c2)NC(=O)C(C)S3)cc1OC (centres undefined)
11: N#CC1=C(N)N(c2ncn[nH]2)C2=C(C(=O)CCC2)C1c1ccccc1 (centres undefined)
12: CC(C)CN(C(=O)c1ccc2c(c1)OCCO2)c1c(N)n(Cc2ccccc2)c(=O)[nH]c1=O
13: Brc1cccc(-c2nnco2)c1
14: CC(=O)NC1CCN(CC(=O)Nc2cccc([N+](=O)[O-])c2)CC1
15: COc1ccc(Cl)cc1NC(=O)CN(C)C(=O)c1ccc(-n2nc(C)cc2C)cc1
16: COc1cc(/C=C(\C#N)c2nc3ccccc3[nH]2)ccc1Oc1ccc([N+](=O)[O-])cn1

screen / no.	9	10	11	12	13	14	15	16
GRK2 aptamer HTS	0	1	1	0	4	2	1	0
procasp3 activ	-6	1	7	7	5	-1	-1	-6
procasp7 counter	-9	-2	0	-3	12	7	2	-3
HCV core dimer	-7	·	-1	0	2	3	·	9
PP5 inh	1.2	6.3	2.1	0.2	2.9	1.9	-0.3	1.8
VLA-4 inh	-1	-5	14	6	0	18	-2	4
PP1 inh	-13	-2	-5	-6	1	-8	-6	7
CTSL1 counter	6	·	-1	-2	-2	0	·	2
JMJD2C inh	5	0	0	-1	-18	1	·	-4

Reprinted from the part before: four entries, then new ones.
13: Brc1cccc(-c2nnco2)c1
14: CC(=O)NC1CCN(CC(=O)Nc2cccc([N+](=O)[O-])c2)CC1
15: COc1ccc(Cl)cc1NC(=O)CN(C)C(=O)c1ccc(-n2nc(C)cc2C)cc1
16: COc1cc(/C=C(\C#N)c2nc3ccccc3[nH]2)ccc1Oc1ccc([N+](=O)[O-])cn1
17: COc1ccc(CC(=O)Oc2cc(C)[nH]c(=O)c2[N+](=O)[O-])cc1
18: CC(C)(C)C1CCC(=NNC(=O)c2ccccc2-n2cccc2)CC1 (centres undefined)
19: CCOC(=O)c1[nH]c(C)c(C(=O)NCc2ccc(Cl)cc2)c1C
20: CCOc1ccccc1NC=C1C(=O)OC2(CCCCC2)OC1=O
21: O=C(CSc1nnc(-c2ccc(F)cc2)o1)Nc1ccccc1N1CCOCC1
22: COCC1CCCCN1C(=O)c1ccc(OC)c(OC2CCN(C(C)C)CC2)c1 (centres undefined)
23: Cn1c(SCC(=O)NNC(=O)c2ccccc2)nnc1C1CC1
24: CSc1ccc(C(=O)C2CCCN(C(=O)c3ccc(C)nc3)C2)cc1 (centres undefined)

screen / no.	13	14	15	16	17	18	19	20	21	22	23	24
GRK2 aptamer HTS	4	2	1	0	1	0	0	3	0	0	3	4
procasp3 activ	5	-1	-1	-6	1	5	7	-3	4	-3	2	4
procasp7 counter	12	7	2	-3	5	-4	6	3	4	-7	2	11
HCV core dimer	2	3	·	9	-5	0	-4	6	3	1	8	0
PP5 inh	2.9	1.9	-0.3	1.8	-0.1	2.2	0.4	-1.1	2.2	1.0	0.6	1.1
VLA-4 inh	0	18	-2	4	-10	-5	-11	2	20	-89	6	30
PP1 inh	1	-8	-6	7	-4	-4	-2	2	-1	-2	-1	-1
CTSL1 counter	-2	0	·	2	0	-2	-4	-1	0	-1	0	3
JMJD2C inh	-18	1	·	-4	6	5	-2	-3	-1	-18	-18	-4

25: O=C(O)CC1S/C(=N\N=C2CCCCCC2)N(c2ccccc2)C1=O (centres undefined)
26: C=C(C)COc1ccc2c(C)c(CC(=O)N3C[C@H]4C[C@@H](C3)c3cccc(=O)n3C4)c(=O)oc2c1C
27: N=C(N)c1ccc(N)cc1
28: Cc1noc(C)c1C(=O)OC(C)C(=O)NC(C)c1ccc(Cl)cc1Cl (centres undefined)
29: O=C(N/N=C/c1ccc(Cl)cc1Cl)c1ccncc1
30: COc1ccc(-c2cnc3n2CCCCC3)cc1
31: COc1cc(CNCC2CCCO2)ccc1OCC(N)=O (centres undefined)
32: O=C(O)Cc1cn(Cc2ccc(F)cc2)c2ccccc12

screen / no.	25	26	27	28	29	30	31	32
GRK2 aptamer HTS	0	0	0	0	0	·	4	5
procasp3 activ	1	3	0	7	-3	-4	5	0
procasp7 counter	3	-2	3	8	-1	12	1	-12
HCV core dimer	-3	3	-9	·	0	-6	1	-1
PP5 inh	-1.1	4.4	-0.9	·	1.3	0.4	-0.5	2.3
VLA-4 inh	6	7	15	-2	4	-1	9	12
PP1 inh	1	7	3	·	1	-4	3	-1
CTSL1 counter	2	3	4	·	-1	1	-4	-3
JMJD2C inh	10	i	·	6	-7	0	-2	-14

Random excerpt: 2 records from the list, in no set order.
25: O=C(O)CC1S/C(=N\N=C2CCCCCC2)N(c2ccccc2)C1=O (centres undefined)
30: COc1ccc(-c2cnc3n2CCCCC3)cc1

screen / no.	25	30
GRK2 aptamer HTS	0	·
procasp3 activ	1	-4
procasp7 counter	3	12
HCV core dimer	-3	-6
PP5 inh	-1.1	0.4
VLA-4 inh	6	-1
PP1 inh	1	-4
CTSL1 counter	2	1
JMJD2C inh	10	0

Next section.
33: Cc1nn(C)c(C)c1NC(=S)Nc1ccc(S(=O)(=O)Nc2ncccn2)cc1
34: CNC(=S)N(CCN(C)C)Cc1cc2cc3c(cc2[nH]c1=O)OCO3
35: Cc1c(CC(=O)NCC(=O)O)c(=O)oc2cc3c(cc12)CCC(C)(C)O3
36: COc1ccc(C2CC(C(F)(F)F)n3ncc(C(=O)Nc4cccc(O)c4)c3N2)cc1OC (centres undefined)
37: O=C(Nc1ccc(C(=O)O)cc1)/C(=C\c1ccccc1)NC(=O)c1ccco1
38: C[C@H](NC(=O)c1ccco1)C(=O)NNC(=O)COc1cccc(C(F)(F)F)c1
39: COc1ccc(NC(=O)CNC(=O)c2ccco2)cc1S(=O)(=O)Nc1cc(C)ccc1Br
40: COc1ccc(S(=O)(=O)N2CCN(C(=O)COc3ccccc3)CC2)cc1

screen / no.	33	34	35	36	37	38	39	40
GRK2 aptamer HTS	5	2	5	2	0	0	3	0
procasp3 activ	-4	-3	4	4	-7	2	0	9
procasp7 counter	0	4	1	9	11	12	7	-8
HCV core dimer	-17	-7	-2	1	-15	·	·	-5
PP5 inh	-2.9	-0.2	-0.4	2.1	1.2	·	·	2.7
VLA-4 inh	1	-1	16	1	-2	24	-13	2
PP1 inh	-1	-3	-1	-5	1	·	·	4
CTSL1 counter	6	2	-2	3	1	·	·	-3
JMJD2C inh	11	9	-2	1	-1	-2	-2	20

41: COc1ccccc1CNS(=O)(=O)c1ccc2c(c1)NC(=O)C(C)S2 (centres undefined)
42: CC(CN(C)Cc1ccccc1)OC(=O)c1ccc2c(c1)OCCO2 (centres undefined)
43: CCNC(=O)C1CC(=O)N(c2ccc(OCC)cc2)C1 (centres undefined)
44: CC(O)Cn1c(=O)c2c(nc(Br)n2Cc2ccccc2)n(C)c1=O (centres undefined)
45: NC(=O)[C@H]1CC2(CC(c3cccc(NC(=O)COc4ccc(Cl)cc4)c3)=NO2)CN1C(=O)C(c1ccccc1)c1ccccc1 (some centres undefined)
46: O=C(CN1CCN(S(=O)(=O)c2ccc(F)cc2)CC1)NC1CC1
47: COc1ccc(NC(=O)Nc2ccc3c(c2)C(=O)N([C@H](C)CO)C[C@H](C)[C@@H](CN(C)C(=O)Nc2ccccc2)O3)cc1
48: Cc1cc(N2CCN(C(=O)c3ccco3)CC2)n2nc(-c3cccc(F)c3)cc2n1
49: CCc1cccc2cc3c(N)c(C(=O)Nc4ccc(S(=O)(=O)N5CCCC5)cc4)sc3nc12

screen / no.	41	42	43	44	45	46	47	48	49
GRK2 aptamer HTS	2	1	0	0	2	3	1	0	5
procasp3 activ	7	-6	3	1	-4	-7	4	16	-23
procasp7 counter	2	-1	-2	6	0	-2	-7	7	-5
HCV core dimer	8	-3	-5	-3	23	-12	·	4	30
PP5 inh	-0.4	1.1	1.1	1.6	2.2	-0.5	·	3.5	1.4
VLA-4 inh	21	6	-2	2	-5	1	-3	13	i
PP1 inh	0	-4	0	-5	16*	-2	·	2	6
CTSL1 counter	-1	1	0	0	1	0	·	1	6
JMJD2C inh	1	1	-1	-4	7	-23	18	-1	-5
